# APEX1 inh = qHTS Assay for Inhibitors of the Human Apurinic/apyrimidinic Endonuclease 1 (APE1). DNA repair nuclease/redox regulator APEX1 (Homo sapiens), P27695. recombinant APE1, TAMRA/BHQ-2 abasic DNA cleavage fluorescence. Potency, µM (highest dose often 65.8 µM), for inactives: top-dose activity change, negative = inhibition, usual class: inhibitors. 0.35% of 350,000 active;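 also: potency is read from the fitted curve at half-maximal effect; plate controls were vehicle for no effect and reference inhibitor for full effect; nearly all actives have a fitted effect of over 55% in size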
#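 Step 1: APE1 (0.75 nM) with compound, 15 min RT. Step 2: add 50 nM fluorophore/quencher THF duplex. Step 3: three fluorescence reads 60 s apart (525/598 nm); read 3 minus read 1 = reaction progress.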
# GRP78 ERSR act = qHTS for Inducers of the Endoplasmic Reticulum Stress Response (ERSR) in Human Glioma: qHTS; U87-MG GRP78 promoter luciferase reporter, 16 h; Potency, µM, for the others: at the top dose activation, hits mostly activators; 0.02% of 420,000 active; also: potency is read from the fitted curve at half-maximal effect; series mostly up to about 76 µM; % of control where 0% means no effect; nearly all actives have a fitted effect of over 35% in size
#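 ERSR induction read as luciferase luminescence (Bright-Glo, 10 min at room temperature) in stably transfected human U87-MG glioma cells exposed to compounds for 16 h, using GRP78 as sensor.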
# LDHA block = qHTS assay for inhibitors of human lactate dehydrogenase; 0.15% of 480,000 active; L-lactate dehydrogenase A chain (Homo sapiens), P00338; activity change, % (values are at about 110 or 230 µM); purified LDHA, NADH/diaphorase-resazurin fluorescence; hits give low values; in the data active = activity change below about -30%; inconclusive = mostly about -25% to -30%;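 also: plate controls were DMSO wells for no effect and wells without enzyme for full effect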
#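 Enzyme activity of human lactate dehydrogenase 5 (2 nM; 0.06 mM NADH, 0.2 mM pyruvate, 5 min, RT) is measured via a resazurin/diaphorase fluorescence readout of residual NADH.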
# POLI inh = qHTS for Inhibitors of Polymerase Iota; Pol iota fluorescent replication assay, 10 min; Potency, µM (doses to about 115 µM), without a hit: top-dose activity, negative = inhibition, usual class: inhibitors; 1% of 390,000 active; AID 588590, 2011; also: potency is read from the fitted curve at half-maximal effect
# Target sequence (Q9UNA4 whole entry, looked up): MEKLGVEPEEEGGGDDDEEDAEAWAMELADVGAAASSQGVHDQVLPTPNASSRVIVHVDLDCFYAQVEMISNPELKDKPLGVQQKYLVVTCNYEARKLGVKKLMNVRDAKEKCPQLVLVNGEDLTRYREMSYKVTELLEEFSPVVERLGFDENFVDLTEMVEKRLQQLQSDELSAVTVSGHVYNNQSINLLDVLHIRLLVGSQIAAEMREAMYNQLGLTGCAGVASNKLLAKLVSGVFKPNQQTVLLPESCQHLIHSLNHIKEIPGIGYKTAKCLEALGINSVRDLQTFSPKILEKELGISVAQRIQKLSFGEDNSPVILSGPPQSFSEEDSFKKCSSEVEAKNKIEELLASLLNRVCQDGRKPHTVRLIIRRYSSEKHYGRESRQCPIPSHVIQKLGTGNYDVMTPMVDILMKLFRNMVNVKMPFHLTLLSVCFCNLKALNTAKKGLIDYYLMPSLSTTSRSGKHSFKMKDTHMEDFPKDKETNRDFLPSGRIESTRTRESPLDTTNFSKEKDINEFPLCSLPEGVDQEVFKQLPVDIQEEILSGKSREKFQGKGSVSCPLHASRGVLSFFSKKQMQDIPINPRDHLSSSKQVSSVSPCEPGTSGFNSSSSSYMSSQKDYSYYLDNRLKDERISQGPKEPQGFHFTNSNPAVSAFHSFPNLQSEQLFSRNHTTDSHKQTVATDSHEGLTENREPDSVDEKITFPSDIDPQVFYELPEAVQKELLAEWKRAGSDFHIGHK
#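 Fluorescent replication assay read twice, at 0 min and 10 min after adding 50 nM (final) substrate. Enzyme (10 nM) and compounds were first incubated 15 min at room temperature; enzyme-free buffer wells were negative controls.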
# Anesthetic bind = qHTS Assay for Identification of Novel General Anesthetics; Ferritin light chain (Equus caballus), P02791; 0.074% of 350,000 active; AID 485281, 2010; apoferritin/1-aminoanthracene competitive binding, fluorescence; Potency, µM (highest dose often 77.5 µM), for the others: at the top dose activity change, negative = displacement, hits mostly inhibitors; also: potency is read from the fitted curve at half-maximal effect; % is scaled to controls: 0 for no effect and ±100 for the full control effect; nearly all actives have a fitted effect of over 20% in size
# Target sequence (P02791 2-175 limits assumed): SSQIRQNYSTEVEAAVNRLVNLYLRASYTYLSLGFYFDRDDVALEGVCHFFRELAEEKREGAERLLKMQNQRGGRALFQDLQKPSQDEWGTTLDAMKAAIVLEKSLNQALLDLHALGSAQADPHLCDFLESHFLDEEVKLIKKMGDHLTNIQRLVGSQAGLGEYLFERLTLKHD
#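 Concentration-response curves derived by four-parameter Hill fitting of normalized fluorescence, where compounds displaced 1-AMA from 10 uM horse apoferritin following a brief 10 min room-temperature incubation; propofol titration acted as positive control.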
# Pol beta inh = qHTS Assay for Inhibitors of DNA Polymerase Beta | P06746 | Pol beta primer extension/strand displacement, fluorescence kinetic | Potency, µM (doses to about 114 µM), for inactives: at the highest dose activity change, negative = inhibition, actives largely listed as inhibitors | 1.3% of 340,000 active | AID 485314, 2010; also: potency is read from the fitted curve at half-maximal effect; % is scaled to controls: 0 for no effect and ±100 for the full control effect
#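 Enzyme-only controls used 10 nM Pol beta; buffer lacking enzyme served as negative control. Compound preincubated 15 min, then 50 nM substrate added; 0 and 10 min reads at room temperature.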
# Pol eta inh = qHTS for Inhibitors of Polymerase Eta. recombinant Pol eta, fluorescent DNA replication assay. DNA polymerase eta (Homo sapiens), Q9Y253. Potency, µM (series often up to 114 µM), for the others: at the top dose activity change, negative = inhibition, usual class: inhibitors. 1.2% of 390,000 active; also: potency is read from the fitted curve at half-maximal effect; % is scaled to controls: 0 for no effect and ±100 for the full control effect
#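 Fluorescent replication assay: 50 nM final substrate added after a 15 min room-temperature compound preincubation with 10 nM enzyme. Signal taken at 0 min and again at 10 min.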
# BLM helicase inh = qHTS Assay for Inhibitors of Bloom's syndrome helicase (BLM); RecQ-like DNA helicase BLM (Homo sapiens), P54132; recombinant BLM DNA unwinding, fluorescence dequenching; Potency, µM (titrated, usually from 56.1 µM), without a hit: at the highest dose activity change, negative = inhibition, actives largely listed as inhibitors; 0.2% of 350,000 active;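 also: potency is read from the fitted curve at half-maximal effect; plate controls were vehicle for no effect and no enzyme for full effect; nearly all actives have a fitted effect of over 35% in size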
# Pol kappa inh = qHTS for Inhibitors of Polymerase Kappa; purified Pol kappa, fluorescent DNA synthesis assay, 10 min; 0.53% of 400,000 active; Potency, µM (doses to about 107 µM), for inactives: top-dose activity, negative = inhibition, most hits filed as inhibitors; DNA polymerase kappa (Homo sapiens), Q9UBT6; AID 588579, 2011; also: potency is read from the fitted curve at half-maximal effect; % is scaled to controls: 0 for no effect and ±100 for the full control effect
#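 Fluorescent qHTS in 1536-well format: enzyme (10 nM) and compound sat 15 min at room temperature before 50 nM substrate (final) was added. Signal taken at 0 and 10 min; no-enzyme buffer wells were negative controls.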
# An asterisk follows results filed as active; ? = inconclusive; / = no result given; & = joins results of further samples; [ ] = dose if it differs, or a comment. Unless noted, calls follow the shape of the dose curve; as a rule, active = well fitted curve in the direction sought with a large enough effect; inconclusive = small, poorly fitted or top-dose-only effect, or another doubt; inactive = no such curve, though single readings can be large; an effect the other way counts as inactive or inconclusive.
canonical_smiles | APEX1 inh | GRP78 ERSR act | LDHA block | POLI inh | Anesthetic bind | Pol beta inh | Pol eta inh | BLM helicase inh | Pol kappa inh
CCC(=O)Nc1ccccc1-c1nc2ccccc2n(C(C)C(=O)Nc2cccc(Cl)c2C)c1=O (configuration not stated) | / | 4% | -6 | 3% | -19% | ? | -17% | -8% | 4%
Cc1cccc(OCCC(=O)Nc2ccc(S(=O)(=O)N3CCCC3)cc2)c1 | 14% | -6% | -7 | 22% | ? | 17% | -9% | -11% | -5%
COc1ccc(OC)c(S(=O)(=O)Nc2cccc3ccccc23)c1 | / | -4% | 8 | 176%[activator] | / | / | -8% | / | -8%
CCN1C(=O)[C@H]2[C@@H](c3ccc(-c4ccc5c(c4)OCO5)c(OC)c3)N[C@@](CC(C)C)(C(=O)OC)[C@H]2C1=O | -5% | -1% | 4 | ? | / | / | -16% | / | -26%
O=C(Cc1c[nH]c2ccccc12)N1CCc2ccccc21 | 16% | 5% | 6 | 40% | ? | 0% | -16% | -2% | -15%
CC(C)OC1(c2ccccc2)OC(=O)c2ccccc21 (configuration not stated) | -4% | 3% | 0 | -5% | -7% | 4% | ? | -5% | -5%
Cc1ccc(C)n1NC(=O)c1ccco1 | 3% | 0% | 0 | ? | 4% | ? | 3% | -3% | -20%
O=C(CCc1ccccc1)NNC(=O)Nc1ccccc1 | -1% | -2% | -7 | 8% | -6% | -15% | -13% | -6% | 3%
C(=C\c1cc(/C=C/c2ccccc2)ncn1)/c1ccccc1 | 18% | 3% | -4 | 1% | -11% | 5% | 6% | -6% | -16%
COc1ccc2cc(C)c(SCC(=O)Nc3cc(C)on3)nc2c1 | -2% | -4% | -2 | 2% | -5% | 35% | -9% | -3% | -9%
O=C(CC(=O)N/N=C/c1ccc(Cl)cc1Cl)NCc1ccccc1 | 2% | -4% | -5 | 20% | ? | 35% | -10% | 0% | -9%
O=C(CSc1nnc2n1CCCN2C(=S)Nc1ccc(Cl)cc1)c1ccccc1 | 12% | 7% | 7 | -2% | -5% | 26% | -13% | -3% | 3%
Cc1noc(C)c1NC(=O)Nc1cccc2c1O[C@H](CN(C)C(=O)NC(C)C)[C@@H](C)CN([C@H](C)CO)C2=O | -5% | 6% | -5 | -10% | / | / | -8% | / | -3%
O=C(NCc1cccc(F)c1)C1CCC(=O)N(CC2CCCCC2)C1 (configuration not stated) | 8% | -2% | -7 | 28% | -3% | 28% | -14% | -5% | -11%
Cc1c(NC(=O)c2ccc(-c3ccc([N+](=O)[O-])cc3Cl)o2)c(=O)n(-c2ccccc2)n1C | -2% | -3% | -5 | 30% | -17% | -11% | 1% | -7% | -30%
Nc1cc(C(=O)N2CCCC2)cc(C(=O)N2CCCC2)c1 | 4% | -3% | 0 | 17% | 5% | 0% | 9% | 2% | -5%
COc1ccc(CNC(=O)COC(=O)CCc2nc3ccccc3c(=O)[nH]2)cc1 | 0% | -4% | 2 | 104%[activator] | -2% | 11% | -3% | -1% | -19%
COc1ccc(NC(=O)C2CCC(=O)N2S(=O)(=O)c2ccc(C)cc2)c(OC)c1 (configuration not stated) | -2% | -1% | 3 | 9% | -7% | 8% | -5% | -1% | -15%
COc1ccc(/C=C2\CCCC3C2=NN(C(=O)CSc2ncn[nH]2)C3c2ccc(OC)cc2)cc1 (configuration not stated) | -8% | -1% | -5 | 88%[activator] | 53%[activator] | -3% | -17% | -14% | -12%
Cn1c(O)c(N=Nc2nc(-c3ccccc3)cs2)c2ccccc21 | 3% | 3% | -9 | -11% | -7% | 25% | ? | 0% | -20%
Cc1ccc(-n2cc(CN3CCN(C(=O)c4ncn[nH]4)CC3)c(-c3ccc(F)cc3)n2)cc1 | -1% | 3% | 0 | 37%[activator] | 2% | -9% | -23% | -3% | 10%
Nc1nonc1-n1nnc(C(=O)N/N=C/c2cccs2)c1-c1ccc2c(c1)OCO2 | 32% | -2% | 1 | -10% | ? | -1% | -4% | -5% | 3%
Cc1cc(C)c(Cn2c(=O)n(CCCC(=O)NCc3ccco3)c(=O)c3ccccc32)c(C)c1 | / | -5% | -6 | 9% | / | / | -4% | / | 3%
NC(=O)COC(=O)c1ccccc1Oc1ccccc1 | -5% | 9% | -1 | 109%[activator] | -7% | -23% | -22% | 1% | 5%
O=C(C1CCC1)N1CCN(Cc2ccccc2)CC1 | -2% | -9% | -3 | 15% | -15% | 3% | -15% | -5% | -8%

# Reprinted from the part before: two entries, then new ones.
canonical_smiles | APEX1 inh | GRP78 ERSR act | LDHA block | POLI inh | Anesthetic bind | Pol beta inh | Pol eta inh | BLM helicase inh | Pol kappa inh
NC(=O)COC(=O)c1ccccc1Oc1ccccc1 | -5% | 9% | -1 | 109%[activator] | -7% | -23% | -22% | 1% | 5%
O=C(C1CCC1)N1CCN(Cc2ccccc2)CC1 | -2% | -9% | -3 | 15% | -15% | 3% | -15% | -5% | -8%
COc1ccccc1Oc1ccc(Oc2ccccc2OC)cc1 | -8% | 5% | -5 | 9% | 55%[activator] | 8% | -22% | -10% | -15%
Cc1ccc(NC(=O)CCN2C(=O)C3C4CCC(C4)C3C2=O)cc1Cl (configuration not stated) | 41% | 3% | 4 | -9% | -17% | 24% | -12% | -3% | -3%
Cc1cccc(OCCC(=O)OC(C)C(=O)Nc2ccc(Cl)cn2)c1 (configuration not stated) | -1% | -5% | 1 | 18% | / | / | ? | / | -16%
CS(=O)(=O)N1CCC(CO)(Cc2ccccc2C(F)(F)F)CC1 | 3% | 6% | 2 | ? | -15% | -21% | -18% | 3% | 7%
Cc1ccc(-n2nc3c(c2NC(=O)c2ccco2)CS(=O)(=O)C3)cc1C | 11% | -2% | 1 | 31%[activator] | -9% | 34% | -4% | -1% | -6%
COc1ccc(C(=O)Nc2ccc3c(c2)OCCO3)cc1Br | 3% | 1% | -5 | 19% | -7% | 32% | 1% | -5% | 7%
CN(C(=O)c1coc(=O)c2ccccc12)c1ccc(F)cc1 | -2% | -2% | -6 | 66%[activator] | -13% | 21% | -7% | 0% | -3%
O=C(O)CC(c1ccccc1)n1cccc1 (configuration not stated) | 13% | -3% | -6 | 7% | -6% | 6% | 0% | -2% | 2%
CCOC(=O)c1ccc(NC(=O)CC2C(=O)N(c3ccccc3)C(=O)N2CCCOC)cc1 (configuration not stated) | -2% | -2% | -1 | 12% | -8% | 2% | -3% | -7% | 2%
Cc1ccccc1Nc1nn2c(=O)c3ccc(C(=O)N4CCCC(C)C4)cc3nc2s1 (configuration not stated) | / | 0%&-1% | -9&0 | 1% | 5% | 33% | -18%&-8% | 0% | -2%[60.1 µM]
Cc1ccc(OCC(O)CN2CCN(c3ccc(C)cc3)CC2)cc1 (configuration not stated) | -5% | -2% | -1 | 14% | -4% | 4% | -2% | -4% | 1%
CNC(=O)C1CC(=O)N/C(=N/N=C(\C)c2cccs2)S1 (configuration not stated) | 7% | -2% | -5 | 35%[activator] | -7% | -16% | -9% | -3% | -3%
O=C(C1=C[C@H](c2csc3ccccc23)C[C@H](OCc2ccc(CO)cc2)O1)N1CCCCCCC1 | / | -5% | 2 | 5% | / | / | -8% | / | -16%
Brc1ccc(-c2nc3ccccn3c2Nc2ccc3c(c2)OCCO3)o1 | / | -1% | 10 | 14% | 68%[activator] | 16% | -11% | -4% | -3%
COc1ccc(C)cc1Nc1c2c(nc3ccccc13)CCC2 | 46%[activator] | -6%&-5% | -15&1 | -15%&-11% | -14%&-5% | -9%&15% | -6%&2% | 3%&3% | 7%&6%
COC(=O)C/C=C1\c2ccccc2[C@H](OC)[C@H]1C | -3%[12.4 µM] | -3% | / | / | -11%[15.3 µM] | / | / | 4%[12.4 µM] | /
O=C(CSCc1cc(=O)c2ccccc2[nH]1)Nc1cccc(C(F)(F)F)c1 | / | -2% | -7 | 10% | -4% | -9% | 3% | -8% | -2%[60.1 µM]
COC(=O)c1cn(NC(=O)c2ccc3c(c2)OCO3)c(=O)c2ccccc12 | -1% | 1% | -8 | 3% | 3% | 6% | 8% | 2% | -9%
CCOC(=O)C1CCN(C(=O)CCS(=O)(=O)Cc2ccccc2)CC1 | 49%[activator] | -1% | -4 | 140%[activator] | -5% | -3% | 0% | 0% | 3%
CC1CCc2onc(C(=O)NCc3ccco3)c2C1 (configuration not stated) | -1% | 1% | -3 | 125%[activator] | ? | 19% | -20% | -5% | -11%
O=C(NNC(=S)NCc1ccco1)C(c1ccccc1)c1ccccc1 | 13% | -6% | -6 | 64%[activator] | 2% | 57% | -18% | -4% | -3%
Cc1cc2nccc(-c3ccc(Cl)c([N+](=O)[O-])c3)n2n1 | -5% | -3% | ? | -18% | -13% | 1% | -13% | -5% | 1%
COc1cccc(CN2C(=O)[C@H]3Cc4c([nH]c5ccccc45)C(C)(C)N3C2=O)c1 | / | -4% | -3 | ? | / | / | -15% | / | -7%
O=C(NCCCNC(=O)c1cc(Cl)ccc1Cl)c1cnccn1 | -6% | -5% | -1 | 9% | 8% | -3% | -11% | -4% | -4%
O=C(Nc1ccn(-c2ccccc2)n1)c1ccc(S(=O)(=O)N2CCCCCC2)cc1 | -5% | -3% | -2 | 20% | ? | 2% | -11% | -4% | -5%
CCNC(=S)NCCN1CCCCC1 | 1% | -6% | 0 | -7% | -2% | 1% | -7% | 0% | 2%
CCOc1cc(C(=S)N2CCOCC2)ccc1OS(=O)(=O)c1ccccc1 | 0% | 1% | 0 | 22% | 4% | 2% | -16% | 3% | -4%
N#Cc1cccnc1N1CCN(C(=O)c2cccc3c2C(=O)c2ccc(Cl)cc2S3(=O)=O)CC1 | 43% | 0% | 3 | 63%[activator] | / | / | -5% | / | 5%
COc1ccc(Cn2c(CO)cnc2SCc2ccc(C)cc2)cc1 | / | 0% | -1 | 7% | ? | 1% | 1% | 0% | -7%[60.1 µM]

# Screening data as filed in PubChem.

# Only part of the results is shown; count on the stated rates, not on these rows.
